# PERK inhibitor: inhibitors of human PERK kinase | AID 1416 | hit rate 0.17% among 220,000 | CHO PERK-DD fusion, SEAP luminescence translation reporter | inhibition, % at 5.6 µM | Q9NZJ5;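 active = inhibition above the mean inhibition of all tested compounds plus 3 SD, set separately per screening campaign, cut at about 2.9% in these data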;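 also: PERK kinase domain activated by AP20187 dimerizer at 100 nM; 0% = DMSO with dimerizer and 100% = rapamycin at 8.4 µM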
# Thrombin inh: inhibitors of human thrombin. inhibition, % at 5 µM. hit rate 0.26% among 220,000. alpha-thrombin, Boc-VPR-AMC fluorogenic substrate cleavage;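 active = inhibition at or above 40%; inactive = inhibition below 40%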;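 also: 0% = enzyme with no compound and 100% = wells without enzyme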
#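 System: human alpha-thrombin protein; Compound dosing: one concentration per compound, 5 µM, with 0.2% DMSO; Timing: reaction at room temperature; Technique: AMC fluorescence, 355/460 nm; Controls: enzyme without compound as high, wells lacking enzyme as low.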
# KLK5 inh: inhibitors of human kallikrein 5; Q9Y337; recombinant hK5, fluorogenic AMC substrate cleavage; inhibition, % at 5 µM; hit rate 0.59% among 210,000; AID 873;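 active = inhibition of 40% or more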;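 also: 0% = enzyme controls without compound and 100% = no-enzyme blanks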
# p97 ATPase inh: blocks human p97 ATPase activity | P55072 | recombinant p97 ATPase, Kinase-Glo ATP luminescence, 3 h | hit rate 0.42% among 220,000 | inhibition, % at 8 µM; in the data active = inhibition above about 15%;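 also: 0% = DMSO vehicle and 100% = wells lacking enzyme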
# FXIa inh 1536: blocks human coagulation factor XIa protease activity. hit rate 0.14% among 220,000. P03951. inhibition, % at 5 µM. purified FXIa, Boc-Glu-Ala-Arg-AMC fluorogenic substrate;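 active = inhibition of at least 40%; inactive = inhibition below 40%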;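 also: fluorescence of freed AMC excited at 355 nm; 0% = enzyme without compound and 100% = no enzyme blank; many of its hits are not listed in these tables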
# FXIIa inh 1536: factor XIIa (human) inhibition; P00748; purified FXIIa, Boc-QGR-AMC fluorogenic substrate, 2 h; inhibition, % at 5 µM; hit rate 0.3% among 220,000; AID 800; in the data active = inhibition above about 40%;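 also: 0% = enzyme with no compound and 100% = blank without enzyme; many of its hits are not listed in these tables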
# Furin inh: inhibitors of human furin. P09958. purified furin, fluorogenic substrate cleavage. inhibition, % at 30 µM. hit rate 0.061% among 220,000. AID 463115; in the data active = inhibition above about 25%; also: inactives centre near -15
# Wee1 degr inh: blocks degradation of human Wee1 kinase | P30291 | HeLa Luc-Wee1K328M stability, luciferase luminescence; 100% = proteasome inhibitor MG132 effect | reporter increase, % at 5 µM | hit rate 1.2% among 220,000;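 active = activation above the mean of all tested compounds plus 3 SD, set per screening run, cut at about 8.8% in these data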;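 also: cells exposed to compound for 20 h before luminescence read; 0% = DMSO alone and 100% = MG132 at 30 µM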
# Cl transport mod: modulators of human KCC2 chloride dependent transport; hit rate 2.2% among 190,000; AID 1456; B-score of Tl+ flux slope (higher = more flux/activation; lower = inhibition) at 10 µM; KCC2 cells, thallium flux FluoZin-2 fluorescence; Q9H2X9;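 active = thallium flux slope and its plate-corrected score both differing from the plate sample mean at a set confidence after two filtering rounds, in either direction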;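 also: slope of fluorescence scaled to starting intensity during 10 to 20 s after thallium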
# Target sequence (Q9H2X9 whole entry, looked up): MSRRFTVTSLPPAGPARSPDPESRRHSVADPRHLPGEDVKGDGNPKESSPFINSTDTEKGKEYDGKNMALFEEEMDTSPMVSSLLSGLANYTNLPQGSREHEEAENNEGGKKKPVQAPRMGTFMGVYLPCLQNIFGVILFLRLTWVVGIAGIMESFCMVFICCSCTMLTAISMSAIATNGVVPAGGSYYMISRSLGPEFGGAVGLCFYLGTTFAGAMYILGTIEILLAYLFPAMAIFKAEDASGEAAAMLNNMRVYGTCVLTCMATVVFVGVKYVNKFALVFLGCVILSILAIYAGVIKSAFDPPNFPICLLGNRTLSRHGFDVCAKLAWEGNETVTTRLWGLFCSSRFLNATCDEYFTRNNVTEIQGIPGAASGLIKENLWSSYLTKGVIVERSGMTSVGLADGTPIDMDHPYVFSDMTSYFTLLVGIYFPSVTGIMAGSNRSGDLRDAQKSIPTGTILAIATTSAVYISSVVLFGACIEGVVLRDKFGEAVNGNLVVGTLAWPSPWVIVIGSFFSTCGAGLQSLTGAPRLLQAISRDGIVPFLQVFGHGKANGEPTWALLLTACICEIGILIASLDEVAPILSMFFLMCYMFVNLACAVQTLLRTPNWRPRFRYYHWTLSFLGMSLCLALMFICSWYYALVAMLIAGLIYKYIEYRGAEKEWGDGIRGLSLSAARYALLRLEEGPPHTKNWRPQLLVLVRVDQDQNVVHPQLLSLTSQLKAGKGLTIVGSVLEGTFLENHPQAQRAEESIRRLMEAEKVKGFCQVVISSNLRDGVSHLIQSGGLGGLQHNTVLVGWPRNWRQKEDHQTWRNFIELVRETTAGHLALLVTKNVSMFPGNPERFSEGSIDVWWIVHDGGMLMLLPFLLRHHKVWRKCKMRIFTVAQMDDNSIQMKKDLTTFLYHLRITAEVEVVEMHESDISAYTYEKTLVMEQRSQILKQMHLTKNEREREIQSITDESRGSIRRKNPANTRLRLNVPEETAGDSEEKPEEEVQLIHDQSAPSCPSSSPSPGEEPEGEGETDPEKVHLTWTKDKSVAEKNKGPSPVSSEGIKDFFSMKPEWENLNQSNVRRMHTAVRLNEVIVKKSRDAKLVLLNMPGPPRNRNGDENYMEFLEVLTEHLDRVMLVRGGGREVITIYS
# * marks the source's active call; other numbers are inactive results; x = not tested or not shown; [ ] = another dose, or the depositor's remark.
Thrombin inh	Wee1 degr inh	FXIIa inh 1536	p97 ATPase inh	FXIa inh 1536	Cl transport mod	SMILES	KLK5 inh	PERK inhibitor	Furin inh
1	3	4	5	-1	x	COCCCn1cnc2oc3nc4ccccc4nc3c2c1=O	-3	0.4	-31
-3	-2	0	-5	-4	1.1	Cc1ccccc1C(=O)Nc1sc(C)c(C)c1C(=O)c1ccccc1	14	-1.0	-13[20 µM]
-16	8	1	-5	-7	2.5	CC1CCc2c(sc3nc(CSc4ncn[nH]4)[nH]c(=O)c23)C1 (centres undefined)	-57	0.1	-10
x	2	x	0	x	1.8	CCN(CC)S(=O)(=O)c1ccc(S(=O)(=O)N(CC(=O)Nc2ccccc2)CC2CCCO2)cc1 (centres undefined)	x	1.2	-19[20 µM]
-2	-1	3	7	-2	0.051	O=C(O)CCn1c(=O)[nH]c(=O)n(CCC(=O)O)c1=O	-3	1.5	-21
-5	3	2	1	-3	-0.69	CC(Oc1ccc(Cl)cc1)c1ccnc(N)n1 (centres undefined)	-12	0.4	-13
-13	0	3	-3	-8	0.38	Cc1ccc(CC2CC(=O)N(C(Cc3ccccc3)C(=O)O)C2=O)cc1 (centres undefined)	-4	0.1	-23
-11	2	1	-1	-5	-0.09	COc1cc(/C=N\NC(=O)OC(C)(C)C)ccc1OC(=O)c1ccco1	-7	0.7	-13
40	4	13	-6	9	0.73	COc1cc(SC)ccc1C(=O)Nc1ncc(Cl)cc1Cl	8	-0.2	-18
-25	0	5	-3	-3	1.4	O=C(O)c1c2c(nc3ccccc13)-c1ccccc1CC2	1	-0.1	-26
-1	1	6	-1	-4	-2.1	CCCC(=O)OCC(=O)NCc1ccc(Cl)cc1	1	0.9	-20
-1	1	13	4	11	0.81	Nc1nc(SCC(=O)Nc2c(Br)cc([N+](=O)[O-])cc2Br)n[nH]1	-7	1.4	-18
-3	-3	5	2	-4	-0.18	CC(=O)c1cc2c(cc1N(C(=O)Cn1nnc3ccccc31)C(C(=O)NCCC(C)C)c1cccnc1)OCO2 (centres undefined)	2	-1.1	-19
-2	3	8	5	7	0.54	CC(=O)N(c1ccccc1)c1ccc([N+](=O)[O-])cc1[N+](=O)[O-]	10	1.2	-22
-2	1	-7	2	1	0.11	COc1cccc2c3c(c(=O)[nH]c12)CCC(C)(C)O3	-27	0.2	-3[20 µM]
-1	0	1	4	-7	-0.012	Cc1cccc(N(CC(=O)NCc2ccco2)C(=O)CCC(=O)Nc2ccccn2)c1	-6	-0.1	-25
4	1	6	1	6	-0.52	CC(NC(=O)COc1ccc(-c2nnco2)cc1)c1ccc(Cl)cc1Cl (centres undefined)	-7	0.6	-13
-3	9.9*	11	2	0	-0.6	CCN(CC)S(=O)(=O)c1cccc(C(=O)N[C@@H](C)c2nc3ccccc3[nH]2)c1	2	0.6	-18
-4	2	7	0	-4	-0.18	Cc1[nH]c2ccccc2c1C(=O)COc1ccccc1F	1	0.0	-13
-4	0	17	-2	10	0.34	COc1ccc(/C=C/c2ccncc2)cc1OC	-1	-0.5	-7[20 µM]
0	-1	18	0	8	-0.2	Cc1ccc(COCC(CC(C)C)N2CCN(C(=O)c3cccc(C(F)(F)F)c3)CCC2=O)cc1 (centres undefined)	-5	-1.0	-3
-12	3	5	6	4	-0.91	CC(Cc1n[nH]c(=S)o1)c1ccccc1 (centres undefined)	11	2.1	-20
0	-1	4	1	-1	-1.1	C[C@H](NC(=O)c1nc[nH]c1C(=O)NCCCCCNC(=O)OC(C)(C)C)C(=O)OC(C)(C)C	-1	0.9	-14
-5	0	10	-6	1	1.1	CC(=O)N(C)c1ccc(OCC(O)CN(Cc2ccco2)S(=O)(=O)c2ccc(C)cc2)cc1 (centres undefined)	-28	-1.7	-8[20 µM]
-10	-2	0	0	-7	-0.041	Cc1cccc(CNCc2ccccc2)c1	-15	-0.6	-24
0	-1	7	4	0	1	Cc1ccc(S(=O)(=O)Nc2cccc(/C=C/C(=O)O)c2)cc1	0	1.4	-19[20 µM]
14	1	9	-2	1	-0.11	COc1ccc(-n2nnnc2SCC(=O)Nc2ccccc2N2CCOCC2)cc1OC	7	-0.5	-6
-8	1	-7	3	-10	-0.71	Cc1cc(C)c2c(N)c(C(=O)Nc3nccs3)sc2n1	-85	-1.1	-22[20 µM]
-8	1	0	5	-1	-1.5	Cc1cccc2cc(/C=N/Nc3ccc(C(=O)O)cc3)c(Cl)nc12	1	1.2	-1
-9	0	2	5	-2	-0.7	O=[N+]([O-])/C(C(Cl)=C(Cl)Cl)=C(/NC1CC1)Sc1ccccc1	-3	1.0	-10
-3	0	x	3	0	-1.8	O=C(Nc1cccc(-c2cn3ccccc3n2)c1)c1ccccc1	3	-0.9	-21
-9	-1	1	2	-2	-0.67	Cc1ccc(Cn2nnc(C(=O)Nc3cccc(C)c3C)c2N)cc1	-20	-0.2	-18
3	-2	10	-5	0	0.47	CCc1c(C)c2ccc(OCC(=O)OC(C)C)c(C)c2oc1=O	-9	-0.4	-13[20 µM]
-8	-2	-8	-1	-11	-2.1	N#Cc1c(C(F)(F)F)cc(-c2ccccc2Cl)[nH]c1=O	-113	1.4	-6[20 µM]
6	2	11	2	-3	0.023	CC(C)(C)OC(=O)N/N=C\c1cccnc1	-3	0.3	-36
3	-2	12	-1	2	-1.4	CCN=c1scc(-c2ccc3c(c2)NC(=O)CO3)n1N=C1CCCC1	-8	0.6	-8
-4	-2	8	1	-2	0.19	Cc1ccc(NC(=O)C/C(N)=N/OC(=O)c2ccccc2)cc1	-1	0.4	-18
-4	1	-5	0	-5	-0.59	C/C(=N\NC(=O)C1CCCN(S(=O)(=O)c2ccccc2)C1)c1ccncc1 (centres undefined)	-6	0.0	-19[20 µM]
-2	1	11	-6	4	0.2	Cc1cc(C)cc(NC(=O)COC(=O)c2cc(=O)[nH]c(=O)[nH]2)c1	-7	-0.1	-9
-6	-1	6	2	-4	x	Cc1ccccc1C(=O)NCCN=C1NS(=O)(=O)c2ccccc21	-19	0.9	-22
-10	16*	10	0	-4	-1.2	COc1cc(C)ccc1OCCCCOc1ccccc1C(C)=O	-2	-0.3	-16
-8	0	6	-1	-1	0.024	COCCSc1nc(N)c(NC(=O)c2ccc(OC)cc2)c(=O)[nH]1	9	0.8	-27
-2	1	16	5	11	-1.4	COc1ccc(OC)c(NC(=O)CSc2ncnc3c2cnn3-c2ccccc2Cl)c1	-9	-0.3	6[20 µM]
-9	1	7	-2	-2	-0.88	CC(C)(C)C(=O)/C(C#N)=C/c1cccs1	-1	-0.4	-16
10	-2	23	9	-2	-1.2	COc1ccc(S(=O)(=O)n2nc(OC(C)=O)cc2N(C(C)=O)C(C)=O)cc1	2	1.9	-37
1	-2	13	-1	-1	1.1	COc1ccccc1-n1c(SCC(=O)N2CCCC2)nnc1-c1ccccc1	0	0.3	-20
-5	0	4	-2	8	0.095	CCC1(C)CC(CCN(Cc2ccco2)C(C)=O)(c2ccccc2)CCO1 (centres undefined)	-4	0.5	-11
4	4	9	-1	-4	0.56	CNC(=S)NNC(=O)c1sc2cc(C(F)(F)F)cnc2c1-c1cccnc1	-8	1.8	-9
-8	-1	4	-7	4	-0.17	Cn1c(SCC(=O)N2CCN(c3ccccc3)CC2)nnc1-c1cc2ccccc2o1	2	-0.1	-20[20 µM]
-9	1	4	-2	-6	x	CCN1C(C)=C(C)S/C1=C1\SC(=S)N(N)C1=O	-3	0.6	-12
1	-2	11	-1	8	-1.5	CCOC(=O)N1CCN(CCC(=O)Nc2ccc(OC)cc2)CC1	-16	-1.1	-15[20 µM]
-1	-1	13	-2	1	-0.019	Cc1ccc(OCC(O)CNS(=O)(=O)c2ccccc2C(=O)N2CCCCC2)cc1 (centres undefined)	-14	-0.1	-13
-4	-1	4	4	4	-0.96	COc1ccc(C2=NN(c3nc(C(=O)O)cs3)C(O)(C(F)(F)F)C2)c(OC)c1 (centres undefined)	-5	1.5	-44
-2	-5	0	0	3	-0.016	COCC(=O)Nc1ccc(F)cc1	-6	1.7	-20
-15	7	2	-1	-3	-0.41	CCCS(=O)(=O)c1ccc(COC(=O)c2cccc(NC(=O)C(C)C)c2)cc1	x	0.4	-14
-1	3	x	1	-2	-0.71	C/[N+]([O-])=C\C1C(=O)CCCC1=O	4	0.3	-24
-8	-6	10	-3	0	-0.0086	CCOC(=O)c1sc2nc(CSc3ccccc3)nc(NCCN(C)C)c2c1C	-1	-0.5	-13
2	-1	18	4	4	x	COC(=O)c1c(N)nc(C)n1-c1ccc(OC)cc1	-22	-0.2	-18
-3	2	5	5	-2	0.75	O=c1[nH]c(Cc2cccs2)nc2scc(-c3ccc(Cl)cc3)c12	-4	0.8	-15
-6	x	2	x	-3	1.3	O=C(NC1CC1)C1=C[C@H](C2CCCCC2)C[C@H](OCCCCO)O1	-3	x	-28

# (list continues)
Thrombin inh	Wee1 degr inh	FXIIa inh 1536	p97 ATPase inh	FXIa inh 1536	Cl transport mod	SMILES	KLK5 inh	PERK inhibitor	Furin inh
2	-2	14	2	1	1.8	Cc1noc(NC(=O)c2ccccc2)c1C#N	0	0.5	-23[20 µM]
15	1	3	-2	-6	-0.46	COc1cccc(CNC(=O)CC2Sc3ccccc3NC2=O)c1 (centres undefined)	-3	-0.5	-21
0	0	14	2	8	-0.77	CCN(C(=O)[C@@H]1CCCN1C(=O)c1cccs1)c1nc2cc(Cl)ccc2s1	1	-0.9	-4
-5	-1	5	1	-3	-0.69	FC(F)Oc1ccc(-c2csc(NNC3=NCCCCC3)n2)cc1	12	-0.1	-20
-24	3	-1	-2	3	2.3	CC(NC(=O)COc1ccccc1)C(c1ccccc1)N1CCN(C)CC1 (centres undefined)	-2	-1.0	-22
-4	0	16	-1	16	x	COc1ccc(OC)c(N(CC(=O)Nc2cccnc2)S(=O)(=O)c2ccc(OC)c(OC)c2)c1	-13	-0.8	-13[20 µM]
-6	3	1	-7	-1	-0.16	CCOP(=O)(OCC)C(Nc1cccc([N+](=O)[O-])c1)c1ccccc1 (centres undefined)	9	-0.1	-17
5	-1	10	2	7	0.28	FC(F)(F)c1ccccc1Nc1nccs1	-6	0.1	-4
6	-1	2	6	-2	x	O=C(NCCN1CCOCC1)Nc1ccc(F)cc1	-3	0.8	-13
0	-3	3	1	-4	-1	O=C1c2ccccc2C(=O)N1CN(C(=O)c1ccccc1)c1ccc(O)cc1	-9	-0.2	-27
-1	-1	4	2	4	-2.4	COc1ccc2c(c1)c(C(=O)CN1CCN(Cc3ccccc3)CC1)c(C)n2C	0	-1.9	-6
-6	0	3	3	-8	0.97	COc1ccc(NC(=O)c2onc(C)c2Cl)cc1OC	-10	1.8	-24
x	-3	x	-4	x	-0.9	Cn1c(=O)c2c(nc(CN3CCN(c4ccccc4)CC3)n2CCCc2ccccc2)n(C)c1=O	x	-0.5	-24[20 µM]

# Part of the list above, with the structure last:
Thrombin inh | Wee1 degr inh | FXIIa inh 1536 | p97 ATPase inh | FXIa inh 1536 | Cl transport mod | KLK5 inh | PERK inhibitor | Furin inh | molecule
2 | -2 | 14 | 2 | 1 | 1.8 | 0 | 0.5 | -23[20 µM] | Cc1noc(NC(=O)c2ccccc2)c1C#N
15 | 1 | 3 | -2 | -6 | -0.46 | -3 | -0.5 | -21 | COc1cccc(CNC(=O)CC2Sc3ccccc3NC2=O)c1 (centres undefined)
0 | 0 | 14 | 2 | 8 | -0.77 | 1 | -0.9 | -4 | CCN(C(=O)[C@@H]1CCCN1C(=O)c1cccs1)c1nc2cc(Cl)ccc2s1
-5 | -1 | 5 | 1 | -3 | -0.69 | 12 | -0.1 | -20 | FC(F)Oc1ccc(-c2csc(NNC3=NCCCCC3)n2)cc1
-24 | 3 | -1 | -2 | 3 | 2.3 | -2 | -1.0 | -22 | CC(NC(=O)COc1ccccc1)C(c1ccccc1)N1CCN(C)CC1 (centres undefined)
